GlmU inhibition = inhibition of mycobacterial GlmU enzyme – biochemical, glucosamine-1-phosphate acetyltransferase (AID 1376); M. tuberculosis GlmU acetyltransferase enzyme assay; higher % means a stronger effect; inhibition, %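 (tested at 30 µM in the primary screen)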, or IC50 in µM where a hit was titrated; hit rate 0.25% among 220,000; in the data active = inhibition above about 13%; inconclusive = no clear call, values can overlap the other calls;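 also: 0% = complete reaction with vehicle and 100% = reaction without substrate; strong numbers were not always called active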
Mtb RmlCD inh = M. tuberculosis RmlC/RmlD inhibition. P9WH09+P9WH11. RmlC+RmlD coupled enzyme assay, percent inhibition; primary screen in compound mixtures. inhibition, % at 3.6 µM. hit rate 0.03% among 160,000. AID 1533; in the data active = inhibition mostly above about 34%, no sharp cut-off; inconclusive = no clear call, values can overlap the other calls; inactive = mostly below about 22%; also: some results filed as inactive read as strong as hits
Target sequence (P9WH09 whole entry, looked up): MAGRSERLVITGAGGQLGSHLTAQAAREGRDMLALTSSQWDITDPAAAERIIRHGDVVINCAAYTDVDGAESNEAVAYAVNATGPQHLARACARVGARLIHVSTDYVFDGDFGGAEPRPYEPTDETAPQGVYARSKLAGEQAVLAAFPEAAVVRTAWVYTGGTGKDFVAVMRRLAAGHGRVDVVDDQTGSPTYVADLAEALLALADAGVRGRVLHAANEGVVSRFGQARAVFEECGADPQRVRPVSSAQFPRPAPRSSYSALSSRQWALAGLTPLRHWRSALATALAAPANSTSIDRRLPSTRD
Target sequence (P9WH11 whole entry, looked up): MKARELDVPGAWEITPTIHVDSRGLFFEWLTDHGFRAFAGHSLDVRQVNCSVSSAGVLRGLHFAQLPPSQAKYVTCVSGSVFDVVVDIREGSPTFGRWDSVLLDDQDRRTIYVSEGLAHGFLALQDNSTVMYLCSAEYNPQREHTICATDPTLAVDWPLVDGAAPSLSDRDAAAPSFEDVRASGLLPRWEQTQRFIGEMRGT
The depositor's hits bear a star; ? = inconclusive; . = not tested or not shown; & = joins results of further samples.

| smiles | GlmU inhibition | Mtb RmlCD inh |
| --- | --- | --- |
| COc1cc(/C=N/NC(=O)c2cccc(S(=O)(=O)N3CCOCC3)c2)cc(OC)c1O | -7.7% | 4 |
| Cn1cnnc1SCC(=O)Nc1cccc(S(=O)(=O)N2CCCCCC2)c1 | -4.7% | 20 |
| CS(=O)(=O)Nc1cccc(C2=NN(S(=O)(=O)c3ccccc3)C(c3cccs3)C2)c1 (stereo not given) | -0.6% | . |
| CC1CCCCN1c1nc2nonc2nc1N1CCCCC1C (stereo not given) | 1.6% | . |
| CCOC(=O)/C(C#N)=C/Nc1cc(F)ccc1C | 1.6% | -3 |
| CC1CCCCN1S(=O)(=O)c1ccccc1[N+](=O)[O-] (stereo not given) | 2.4% | -10 |
| O=C(O)CCn1cc(/C=C2\SC(=S)NC2=O)c(-c2ccccc2)n1 | 0.0% | 9 |
| O=C(CCc1nc2ccccc2[nH]1)Nc1ccccc1 | -3.0% | -12 |
| C=CCOc1ccc(C(=O)CC)cc1OC | -2.1% | 7 |
| Cc1ccc(C(=O)CC2(O)C(=O)Nc3ccccc32)s1 (stereo not given) | -0.6% | . |
| O=C(Cn1c(-c2ccccc2)noc1=O)Nc1ccc(N2CCCCCC2)cc1 | 1.7% | -7 |
| COc1ccc(-c2cc3ccccc3oc2=O)cc1NC(=O)c1cccnc1 | -0.3% | 5 |
| Cc1cc(NC(=O)c2cccc(S(=O)(=O)N3CCOCC3)c2)c2ccccc2n1 | 3.1% | 16 |
| COc1ccc2cc(CCNC(=O)c3ccc(Br)o3)c(=O)[nH]c2c1 | -7.8% | -9 |
| CCn1nnc(NC(=O)c2cc3ccccc3o2)n1 | -2.0% | . |
| COc1ccc(N(CC(=O)NC2CCCC2)C(=O)c2csnn2)cc1 | -2.2% | . |
| Cc1ccc(NC(=S)NCc2ccc3[nH]c4c(c3c2)CCCC4)cc1 | -2.5% | . |
| CC(C)c1onc(C(=O)N2CCC(C(N)=O)CC2)c1[N+](=O)[O-] | 0.0% | -12 |
| Cc1cc(NS(=O)(=O)c2ccc(Nc3nc(-c4ccc(O)cc4)cs3)cc2)no1 | 3.0% | -9 |
| Cc1sc(N/N=C/c2cccnc2)nc1-c1ccc(Cl)cc1 | 0.8% | 11 |
| Cc1nc(NC(=S)NC(=O)COc2ccccc2Cl)ccc1Br | 4.3% | 8 |
| O=C(N/N=C/c1cccs1)c1cc(-c2ccncc2)nc2ccccc12 | -3.5% | 4 |
| COC(=O)c1sccc1NC(=O)CSc1nnnn1-c1ccccc1C | 0.5% | . |
| CCCS(=O)(=O)c1nc(S(=O)(=O)c2ccc(C)cc2)c(NCCCN2CCOCC2)s1 | -0.1% | -7 |
| CC1=C(C(=O)O)N2C(=O)C(NC(=O)c3ccn(C)n3)C2SC1 (stereo not given) | 0.8% | ? |
| O=C(O)c1cccnc1SC1CC(=O)N(c2ccccc2)C1=O (stereo not given) | 8.1% | 7 |
| N#CC1C(=O)NC(N2CCN(c3ccccc3)CC2)=NC12CCCCC2 (stereo not given) | -1.3% | -1 |
| Cc1csc(SCCn2c(N3CCCC3)nc3c2c(=O)[nH]c(=O)n3C)n1 | 1.9% | . |
| CC(C)(C)n1nc(C2CC2)cc1NC(=O)Nc1ccc(Cl)cc1 | -0.5% | -6 |
| Clc1nc(Nc2ccccc2)nc(Nc2ccccc2)n1 | 1.4% | 3 |
| N#CCC(=O)N/N=C/c1cn(Cc2ccc(Cl)cc2Cl)c2ccccc12 | -1.1% | 10 |
| Cc1cc(C)cc(NS(=O)(=O)c2ccc3[nH]cc(C(=O)NCc4ccco4)c(=O)c3c2)c1 | -0.6% | -7 |
| NC(=O)Cn1nc2sc3ccccc3n2c(=O)c1=O | -2.3% | 89 |
| O=C(CNCc1ccco1)Nc1cc(S(=O)(=O)N2CCOCC2)ccc1N1CCCC1 | 2.4% | . |
| COc1ccc(NC(=O)CCc2nc(-c3ccccc3F)no2)cc1 | -6.1% | . |
| C/C(=N\OCC(=O)Nc1ccccc1Br)c1cccs1 | 0.1% | 7 |
| O=C(NNC(=O)c1ccco1)c1cccc([N+](=O)[O-])c1 | 0.4% | 4 |
| O=C(NCc1cccs1)c1cc2c(s1)-c1ccccc1OC2 | 4.1% | 7 |
| O=C(NC(Cc1c[nH]c2ccccc12)c1nnc2n1CCCCC2)c1ccccc1Cl (stereo not given) | 0.1% | -13 |
| CC1CCc2sc(C(=O)OCC(=O)NCc3ccccc3)cc2C1 (stereo not given) | -4.5% | 13 |
| Cc1ccc(C(=O)NN(CCC#N)C2=NS(=O)(=O)c3ccccc32)cc1 | 5.4% | 7 |
| NC(=S)NNC(=O)C12CC3CC(CC(C3)C1)C2 | 0.1% | -6 |
| Cc1ccc(NC(=O)c2cc(N3C(=O)C4CC=CCC4C3=O)ccc2N2CCCCC2)cc1 (stereo not given) | -2.0% | . |
| Cc1ccc(OCc2nc(C#N)c(N3CCCC3)o2)cc1 | -4.5% | 8 |
| CCNc1ccc(S(=O)(=O)N(C)C)cc1NCC(=O)Nc1ccc(F)c(Cl)c1 | 0.1% | 2 |
| Cc1nsc2c1ccc1ccccc12 | -4.8% | -3 |
| COc1ccc(C(=O)NNc2ccccc2)cc1OC | -3.0% | . |
| Oc1ccccc1-c1nc2cnccn2c1Nc1ccc2c(c1)OCCO2 | -5.3% | 5 |
| Cc1cc2n(n1)C(c1cccs1)Nc1ccccc1-2 (stereo not given) | 1.5% | . |
| COc1ccc(-c2csc(/C(C#N)=C\c3ccc(O)c([N+](=O)[O-])c3)n2)cc1OC | -3.0% | 7 |
| CC(C)Oc1ccc(C(=O)N(CN2CCCC2=O)c2ccc(F)cc2)cc1 | 1.6% | 11 |
| COc1ccc(C(=O)O)cc1NC(=S)NC(=O)c1ccc(-c2ccc(Cl)cc2)o1 | 1.2% | -7 |
| O=C1c2ccccc2-c2nc3ccccc3n21 | 6.2%&5.0% | 0 |
| Cc1ccc(-n2c(Cc3cccn3C)nnc2SCC(N)=O)cc1 | -2.2% | -5 |
| Cc1nnc(SCc2cc(=O)n3[nH]cnc3n2)s1 | -0.5% | . |
| COc1ccccc1N(CCN1C(=O)c2cccc3cccc(c23)C1=O)C(=O)c1ccncc1 | -1.9% | 8 |
| Cc1nnc(SCc2cccc([N+](=O)[O-])c2)s1 | -4.6% | -11 |
| CCOc1ccc(C(O)C(CN2CCOCC2)c2ccccc2)cc1 (stereo not given) | 1.0% | 2 |
| CCOC(=O)c1cccnc1SCC(=O)N(C)c1ccccc1 | -0.6% | 3 |
| Cc1ccccc1OCCC(=O)OCC(=O)Nc1ccc(C(N)=O)cc1 | . | -2 |

Reformatted with two lines to a compound: part of the list above.
The line under a structure holds: GlmU inhibition | Mtb RmlCD inh
CC1CCc2sc(C(=O)OCC(=O)NCc3ccccc3)cc2C1 (stereo not given)
 : -4.5% | 13
Cc1ccc(C(=O)NN(CCC#N)C2=NS(=O)(=O)c3ccccc32)cc1
 : 5.4% | 7

Single entries from above.
For Mtb RmlCD inh, COc1ccc(-c2cc3ccccc3oc2=O)cc1NC(=O)c1cccnc1 has the entry 5
For Mtb RmlCD inh, Cc1nc(NC(=S)NC(=O)COc2ccccc2Cl)ccc1Br has the entry 8
For GlmU inhibition, C=CCOc1ccc(C(=O)CC)cc1OC has the entry -2.1%

Next section:
| smiles | GlmU inhibition | Mtb RmlCD inh |
| --- | --- | --- |
| CC(=O)Nc1cccc(NC(=O)c2cc(Cl)ccc2Cl)c1 | 0.6% | 6 |
| COc1ccccc1NC(=O)CCCc1nc(-c2ccc(OC)c(OC)c2)no1 | -4.8% | 46 |
| CCOC(=O)N1CCC(NC(=O)C2=CCN(S(=O)(=O)c3ccc(F)cc3)CC2)CC1 | 0.9% | -7 |
| COc1cc2[nH]cc(C(=O)NCCc3ccccc3)c(=O)c2cc1OC | -4.5% | . |
| COc1ccccc1NC(=S)NC(=O)C(C)C | 1.9% | -5 |
| COC(=O)c1[nH]c2cc(C)ccc2c1NC(=O)CN1CCc2cc(OC)c(OC)cc2C1 | -6.0% | 10 |
| O=C(c1cnsn1)N1CCN(c2ccccc2)CC1 | 1.0% | . |
| Cc1ccc(-n2c(C)nc3c(cnn3-c3ccc(C)c(C)c3)c2=O)cc1C | 6.8% | -3 |
| CCOC(=O)c1ccccc1NC(=O)CSc1ccc(-c2cccnc2)nn1 | 0.6% | 4 |
| COc1ccc([N+](=O)[O-])cc1NC(=O)c1ccc(N(Cc2ccccc2C)S(C)(=O)=O)cc1 | 1.4% | -7 |
| COc1ccc(NC(=S)NC(=O)/C=C/c2cccs2)cc1 | -2.6% | . |
| CC(C)C(c1nnnn1C(C)(C)C)N1CCOCC1 (stereo not given) | 4.1% | -12 |
| O=C1NC(=Nc2cccnc2)S/C1=C\c1cccc(F)c1 | 10% | 10 |
| CC(NC(=O)c1ccco1)C(c1cccs1)N1CCN(c2ccccc2F)CC1 (stereo not given) | -4.5% | . |
| O=C(NCCCN1CCOCC1)c1ccc(-n2nc(C(F)(F)F)cc2-c2cccs2)cc1 | -4.9% | 5 |
| CCOC(=O)c1cc(-c2ccccc2)n(CC(=O)Nc2cccc(OC)c2)c1C | 0.8% | -12 |
| O=C(O)c1ccccc1C(=O)Nc1ccc(Br)c2cccnc12 | -1.9% | 19 |
| Cc1cnc(NC(=O)c2sc(Nc3ccccc3)nc2N)o1 | -1.0% | -12 |
| CCOC(=O)CSC1=C(C#N)C(c2sccc2C)C(C(C)=O)=C(C)N1 (stereo not given) | -4.0% | . |
| Cc1ccccc1CN1CCN(c2ccc(Cl)cc2)CC1 | 6.7% | . |
| CC(=O)NCC(=O)N(C)C(C(=O)Nc1ccc2c(c1)OCCO2)c1ccc(C)cc1 (stereo not given) | 0.1% | 12 |
| CC(C)(C)C1CCc2c(sc3c2C(=O)NC(c2ccco2)N3)C1 (stereo not given) | -3.0% | 13 |
| CCn1c2ccccc2c2cc(NC(=O)c3cccc(OC)c3)ccc21 | -5.9% | 12 |
| C=CCn1cc(C(=O)OC)c(=O)c2cc(S(=O)(=O)N3CCC(C)CC3)ccc21 | 2.0% | . |
| Cn1c2c(c(=O)n(C)c1=O)C(c1ccc(C(F)(F)F)cc1)CC(=O)N2 (stereo not given) | 3.6% | . |
| Oc1ccc(C=Nc2ccc(N3CCOCC3)cc2)c(O)c1 | 0.1% | . |
| O=C(CSc1ccccn1)Nc1ccc(Cl)cn1 | -4.7% | 2 |
| CC1CCCCC1NC(=S)NC(=O)c1sc2ccccc2c1Cl (stereo not given) | -2.7% | . |
| Cc1ccnc(NS(=O)(=O)c2ccc(N3C(=O)Nc4ccccc4N3O)cc2)c1 | 3.0% | 7 |
| O=C(NCCOC(=O)c1ccc(C(=O)OCCNC(=O)c2cccnc2)s1)c1cccnc1 | 4.3% | -4 |

3 structures from above, ordered by SMILES length, falling.
| smiles | GlmU inhibition | Mtb RmlCD inh |
| --- | --- | --- |
| Cc1csc(SCCn2c(N3CCCC3)nc3c2c(=O)[nH]c(=O)n3C)n1 | 1.9% | . |
| CCOC(=O)c1ccccc1NC(=O)CSc1ccc(-c2cccnc2)nn1 | 0.6% | 4 |
| CC(C)(C)n1nc(C2CC2)cc1NC(=O)Nc1ccc(Cl)cc1 | -0.5% | -6 |

The list goes on:
| smiles | GlmU inhibition | Mtb RmlCD inh |
| --- | --- | --- |
| Cc1c(-c2ccn[nH]2)cc(NC(=O)c2ccc(Cl)cc2)c(=O)n1N | -0.8% | -10 |
| CN1CCN(/N=C/c2ccc(-c3ccc([N+](=O)[O-])cc3Cl)o2)CC1 | 0.7% | 3 |
| COCCn1c(SCC(=O)NCc2ccco2)nc2cccnc21 | -6.1% | -3 |
| CCCCOc1ccc(C(O)C(CN2CCOCC2)c2ccccc2)cc1 (stereo not given) | -0.2% | 4 |
| Cc1ccccc1NC(=S)NCC1CCN(C(C)c2ccccc2)C1 (stereo not given) | -7.6% | . |
| Cc1cccc(NC(=O)c2cc3ccccc3o2)c1 | -0.6% | 5 |
| Cc1ccc(OCC(=O)Nc2cc(S(=O)(=O)N3CCOCC3)ccc2Cl)c([N+](=O)[O-])n1 | 5.3% | . |
| O=c1c2ccccc2nc(-c2ccco2)n1/N=C/c1ccccc1O | 1.6% | . |
| CC(C)CCn1c(CN2CC(C)OC(C)C2)nc2c1c(=O)n(C)c(=O)n2C (stereo not given) | -1.9% | . |
| O=C(NC1CCN(Cc2ccccc2)CC1)c1ccc2c(c1)OCCCO2 | . | 0 |
| O=C(CSc1ncnc2ccccc12)Nc1ccc2c(c1)OCCO2 | -0.8% | 1 |
| CCOC(=O)C1CCN(S(=O)(=O)c2ccc(-c3nc4ccccc4s3)s2)CC1 | 0.6% | -10 |
| C=COC(=O)c1sc2nc(C)cc(C)c2c1N | 2.1% | 9 |
| COc1ccc2nc(N=NC3=C(O)CC(C)(C)CC3=O)sc2c1 | 5.3% | -9 |
| COc1ccccc1NC(=O)c1ccc2c(c1)nnn2C | -3.2% | 32 |
| CN(C)c1cccc(C(=O)OC(C(=O)Nc2ccc(Cl)cc2C(F)(F)F)c2ccccc2)c1 (stereo not given) | 2.8% | -14 |
| CCN1CCN(C(=O)Nc2cc(Cl)ccc2OC)CC1 | 0.9% | 26 |
| CSc1sc(-c2nnc(SCC(=O)Nc3ccc(Cl)cc3)n2C)c2c1C=CCC2 | 4.2% | 5 |
| O=C(CSc1ccc(Cl)cc1)Nc1ncccn1 | 3.9% | 5 |
| O=C(c1cccc(COc2ccc(Cl)cc2Cl)c1)N1CCN(c2ccccn2)CC1 | -0.6% | . |
| CC(=O)N1N=C2/C(=C/c3ccccc3)CCCC2C1c1ccccc1 (stereo not given) | -2.9% | -3 |
| CCOC(=O)c1ccc(-n2c(C)nc3c(cnn3-c3ccccc3C)c2=O)cc1 | 4.2% | 6 |
| Cn1c(NCC(O)c2ccccc2)nc2c1c(=O)n(Cc1ccc(Cl)cc1)c(=O)n2C (stereo not given) | 0.3% | 101 |

Screens deposited in PubChem BioAssay by several laboratories.

Only part of the results is shown. The share of hits here may be higher or lower than overall.
